Source: PubChem
sdo1 growth = restores growth of sdo1-depleted yeast. S. cerevisiae sdo1-depleted JHY4D growth rescue, OD600 30 h; stronger effect = higher value; pdr5 snq2 efflux-pump mutant strain. AID 817. z-score at 10 µM. 140,000 tested, 0.21% active;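 active = z-score above 3 at both the 24 hr and the 30 hr optical density reads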;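 note: z-score against mean and SD of all compound wells on the same plate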
Insulin prom inh = TRM-6 insulin promoter activity inhibition; TRM-6 cells (human fetal islet line), insulin promoter-eGFP reporter, imaging; reporter expression induced with tamoxifen; inhibition, % at 2 µM; 130,000 tested, 0.9% active; AID 1273;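 active = inhibition above the mean plus 3 SD, with well images judged a real hit on visual review, cut at about 60% in these data, passing the limit was not always enough; inconclusive = inhibition over the cutoff but images rejected on review; inactive = inhibition not above the cutoff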
sdo1 growth Rescue 24 h = second read-out of sdo1 growth, no call of its own (marks repeat the call); z-score; S. cerevisiae sdo1-depleted JHY4D growth rescue, OD600; measured here: growth rescue at 24 h;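 0 is the plate mean of compound wells and units are plate SD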
Numbers without * were called inactive; ? = inconclusive; . = no result given.

SMILES | sdo1 growth | sdo1 growth Rescue 24 h | Insulin prom inh
CCOC(=O)Nc1cc(C(=O)OCC)c(C)nc1C | -0.11 | -0.61 | 25.0
Oc1ccc(Cl)cc1-c1cc(-c2ccccc2)n[nH]1 | -2.73 | -1.44 | .
CCC(=O)Nc1nc2ccccc2n1CCN(CC)CC | 0.83 | -0.16 | 37.0
Cc1cccc(NC(=O)c2ccc(NCCc3ccccc3)c([N+](=O)[O-])c2)c1 | 0.16 | 0.74 | -6.7
NC(=O)c1ccc(-n2nc(C(F)(F)F)c3c2CCCC3)cc1 | 0.04 | -0.16 | .
COc1ccc2nc(SCC(=O)NC3CCCc4ccccc43)[nH]c2c1 (stereo unspecified) | -0.58 | -0.96 | -16.7
O=C(Oc1ccc(/C=N/NC(=O)c2ccccc2O)cc1)c1ccccc1 | 0.03 | 0.76 | 39.0
CC(C)CC(=O)Nc1cccc(-c2nc3ccccc3o2)c1 | -1.89 | -1.68 | -60.6
COc1ccc(CN(C(=O)c2cccs2)c2nccs2)cc1OC | -0.92 | -1.05 | 15.8
CCCS(=O)(=O)N1CCN(Cc2ccc([N+](=O)[O-])cc2)CC1 | -0.12 | -0.96 | .
Cc1nn(CC(=O)Nc2sc3c(c2C#N)CCC(C(C)(C)C)C3)c(C)c1[N+](=O)[O-] (stereo unspecified) | -0.92 | -0.89 | 9.1
CCOc1ccc(Nc2oc(-c3ccc(Cl)cc3)nc2C#N)cc1 | -1.37 | -0.68 | -42.1
COc1ccc(N2C(=O)CC(Nc3ccc(C)cc3)C2=O)cc1 (stereo unspecified) | 0.98 | -0.12 | -35.1
Cc1ccc(S(=O)(=O)C2C(=O)NC3(C)CC2c2ccccc2O3)cc1 (stereo unspecified) | 0.78 | 0.14 | .
C=CCc1c(C)nc(C)nc1N/N=C/c1ccc(N(C)C)cc1 | -0.05 | 0.03 | 25.9
CCCn1c(SCc2nc(N)nc(N3CCCCC3)n2)nc2c1c(=O)n(C)c(=O)n2C | . | . | 20.0
O=C(N/N=C/c1cccc(C(F)(F)F)c1)C1CCN(c2ncc(C(F)(F)F)cc2Cl)CC1 | 0.06 | 0.86 | 3.3
CC(=O)N(CCCCN1C(=O)c2ccccc2C1=O)c1ccc(C)cc1 | -0.05 | 0.16 | 42.9
CO/N=C/c1ccc(N2CCN(C(=O)c3ccc(Cl)cc3Cl)CC2)c([N+](=O)[O-])c1 | -1.51 | -0.88 | -70.0
CCCCn1c(Cl)nc2c1c(=O)n(C)c(=O)n2C | 2.17 | 2.65 | -18.8
CCSc1nnc(-c2ccccc2SC)o1 | . | . | -64.3
COc1ccc(/C=C2\SC(=S)N(NC(=O)c3ccncc3)C2=O)cc1OC | . | . | -84.2
Cc1cccnc1NC(=O)c1ccc([N+](=O)[O-])o1 | 1.3 | 1.11 | -20.6
COc1ccc(OC)c(C2C(C(=O)N(C)C)=C(C)Nc3nc4ccccc4n32)c1 (stereo unspecified) | -0.52 | -0.66 | 5.3
O=C(CCCCn1c(=O)c2ccccc2n(Cc2ccc(Cl)cc2)c1=O)NCc1ccco1 | 0.56 | 3.34 | -16.1
More compounds:
SMILES | sdo1 growth | sdo1 growth Rescue 24 h | Insulin prom inh
O=C(NC(Cc1ccccc1)C(=O)NCc1ccccn1)c1ccco1 (stereo unspecified) | 0.5 | 0.52 | -41.7
Cc1ccc(CCNC(=O)CCNS(=O)(=O)c2ccc3c(c2)c(=O)n(C)c(=O)n3C)cc1 | 0.44 | 0.03 | -81.8
CCC(=O)Nc1nc2nc(-c3ccccc3)cc(-c3ccccc3)n2n1 | -1 | -0.42 | 0.0
O=C(c1ccc(COc2ccc3ccccc3c2)o1)N1N=C(C(F)F)CC1(O)C(F)F (stereo unspecified) | -0.98 | 0.97 | -31.4
Cc1csc(NC(=O)CCNC(=O)c2ccc([N+](=O)[O-])cc2)n1 | 0.92 | 0.83 | .
S=C(NCCc1ccccc1)Nc1ccc(Br)cc1 | -1.95 | -1.28 | .
Cc1cccc2c(=O)oc(-c3ccc4c(c3)C(=O)N(CC3CCCO3)C4=O)nc12 (stereo unspecified) | . | . | 0.0
CCN(CC(=O)NCCc1ccccc1)S(=O)(=O)c1ccc(Br)cc1 | -1.16 | -0.89 | -4.2
O=S(=O)(c1cccc2cccnc12)N1CCOCC1 | 0.06 | 0.09 | -79.3
COc1ccc(Br)cc1-c1nc(C)c(C(C)=O)n1O | 0.51 | 0.61 | -20.9
O=c1c2ccccc2nc(/C=C/c2ccc([N+](=O)[O-])o2)n1CCCO | -1.91 | -1.95 | .
Cc1ccc(Cn2ncc3c(N4CCN(Cc5ccc(Cl)cc5)CC4)ncnc32)cc1 | -1.9 | -1.36 | 14.3
Cc1sc(-c2ccncc2)nc1OC(=O)c1ccc(Cl)cc1 | -0.67 | -0.26 | -16.2
O=C(Nc1ccc(Br)cc1F)c1sccc1-n1cccc1 | 1.81 | 2.83 | -25.0
COc1ccc(/C=C2\SC(=O)N(CCNC(=O)Cn3cnnn3)C2=O)cc1 | 0.29 | 0.15 | 20.0
O=S(=O)(c1ccc(S(=O)(=O)N2CCCN(Cc3ccccc3)C2)cc1)N1CCCCCC1 | 0.38 | -0.14 | .
COC(=O)Cc1c(C(=O)OC)nnn1-c1cccc(C(F)(F)F)c1 | . | . | -92.3
O=C(Cc1cccs1)Nc1ccon1 | -0.21 | 0.03 | -19.5
COC(=O)c1ccc(-n2nnnc2SCC(=O)Nc2cc(OC)ccc2OC)cc1 | 0.12 | 0.26 | -36.4
CC(=O)c1ccc2c(ccc3ccccc32)c1 | 0.04 | 0.38 | 14.3
O=C(CCCn1c(=S)[nH]c2ccsc2c1=O)NCc1ccco1 | -0.43 | -1.41 | -35.7
CCN1CCN(C(c2cc3cccc(C)c3[nH]c2=O)c2nnnn2Cc2ccccc2)CC1 (stereo unspecified) | 1.47 | 1.58 | -25.0
CS(=O)(=O)N(CC(=O)NCc1ccccn1)c1ccc2c(c1)OCCO2 | 0.61 | -0.08 | -36.6
Cc1nn(-c2ccccc2)c(Cl)c1/C=N/NS(=O)(=O)c1ccc(Br)cc1 | -1.59 | -0.83 | 69.2*
CCC(c1nnnn1C(C)(C)CC)N(CCN1CCOCC1)Cc1cc2cc(C)ccc2[nH]c1=O (stereo unspecified) | 1.14 | 1.31 | 9.1
The results go on.
SMILES | sdo1 growth | sdo1 growth Rescue 24 h | Insulin prom inh
Cc1ccc(C(=O)O)cc1-n1c(C)cc(C=O)c1C | . | . | -6.7
Cc1ccc2[nH]c(=O)c(C(c3nnnn3CC3CCCO3)N3CCCc4ccccc43)cc2c1 (stereo unspecified) | -0.75 | -1.01 | 16.0
Cc1c(C#N)c2ncn(CC#N)c(=O)c2n1-c1ccccc1 | 0.37 | -0.66 | 21.4
Clc1ccccc1OCCN1CCCCC1 | 0.76 | 0.33 | 9.1
Cc1ccc2c(C)nc(/N=C(\N)NC(=O)N3c4ccccc4Sc4ccccc43)nc2c1 | -0.86 | -0.43 | 80.0*
Cc1ccc(CNC(=O)COC(=O)c2c(C)noc2C)cc1 | -0.63 | -1.22 | 54.5
O=C(Nc1ccc(OC(F)(F)F)cc1)c1n[nH]c(Cn2cncn2)n1 | -0.02 | 0.58 | -3.3
O=C(Nc1ccccc1C(=O)OCn1nnc2ccccc2c1=O)c1ccco1 | 0.57 | 0.29 | 58.3
COc1ccc(OC)c(C2C(C#N)=C(N)Oc3c2c(C)nn3-c2ccc(C)cc2)c1 (stereo unspecified) | -0.23 | -0.35 | -7.1
CCCSc1nnc(N2C(=O)CC(c3ccsc3)C3=C2CCCC3=O)s1 (stereo unspecified) | -0.99 | -1.43 | .
COc1ccc(/C=C/C(=O)c2ccccn2)cc1 | . | . | 18.8
Cc1ccc(-n2c(C)cc(C(=O)CSc3nnnn3C)c2C)cc1 | -1.04 | -1.2 | .
O=S(=O)(c1cccs1)N1CCN(c2ncccn2)CC1 | -1.15 | -0.59 | 2.8
CC(NC(=O)CSc1nnc(-c2cccc(S(=O)(=O)N3CCCCC3)c2)o1)C12CC3CC(CC(C3)C1)C2 (stereo unspecified) | -1.54 | -1.68 | 18.8
COc1nnc(-c2ccc(N3CCOCC3)c(NC(C)=O)c2)c2ccccc12 | -0.16 | -1.42 | .
CCn1c(CCNC(=O)c2ccc(OC)c(OC)c2)nc2ccccc21 | 1.3 | 1.66 | 45.7
Cc1ccc(OC(=O)c2cccc(S(=O)(=O)N(C)C)c2)c(-n2nc3ccccc3n2)c1 | -1.34 | -0.89 | -47.8
O=C(/C=C/c1ccccc1)N/C(=C\c1ccco1)C(=O)NCCO | 0.04 | -0.45 | .
CC1CCC(C(C)C)C2=C1C(C#N)(C#N)C(C#N)(C#N)C(c1ccccc1)N2 (stereo unspecified) | -0.07 | -0.44 | -27.0
COc1ccc(S(=O)(=O)N(C)CC(=O)N2CCC(C)CC2)cc1Cl | -0.47 | -0.18 | 52.9
Nc1c(O)ccc2c1C(=O)c1ccccc1C2=O | -0.25 | 0.58 | .
COCCn1c(=O)[nH]c(=O)c2c(C(F)(F)F)cc(-c3cccs3)nc21 | 0.02 | -0.42 | .
CCNc1nc(NCC)n2c(SCC(=O)N(CC)C3CCCCC3)nnc2n1 | -0.67 | -0.81 | .
CCn1c(CCNC(=O)c2ccc(Cl)cc2Cl)n[nH]c1=S | 1.03 | 0.38 | -26.7
CCN(CC)S(=O)(=O)c1ccc(Cl)c(NC(=O)COC(=O)c2cc(-c3ccccc3Cl)nc3ccccc23)c1 | -0.6 | -0.37 | .

Entries of single compounds as entered above. Screens in order: sdo1 growth, sdo1 growth Rescue 24 h, Insulin prom inh
Cc1c(C#N)c2ncn(CC#N)c(=O)c2n1-c1ccccc1 is listed as 0.37, -0.66, 21.4
O=C(/C=C/c1ccccc1)N/C(=C\c1ccco1)C(=O)NCCO is listed as 0.04, -0.45, .

Compounds listed so far with a cyano group (5):
SMILES | sdo1 growth | sdo1 growth Rescue 24 h | Insulin prom inh
Cc1nn(CC(=O)Nc2sc3c(c2C#N)CCC(C(C)(C)C)C3)c(C)c1[N+](=O)[O-] (stereo unspecified) | -0.92 | -0.89 | 9.1
CCOc1ccc(Nc2oc(-c3ccc(Cl)cc3)nc2C#N)cc1 | -1.37 | -0.68 | -42.1
Cc1c(C#N)c2ncn(CC#N)c(=O)c2n1-c1ccccc1 | 0.37 | -0.66 | 21.4
COc1ccc(OC)c(C2C(C#N)=C(N)Oc3c2c(C)nn3-c2ccc(C)cc2)c1 (stereo unspecified) | -0.23 | -0.35 | -7.1
CC1CCC(C(C)C)C2=C1C(C#N)(C#N)C(C#N)(C#N)C(c1ccccc1)N2 (stereo unspecified) | -0.07 | -0.44 | -27.0

(further entries)
SMILES | sdo1 growth | sdo1 growth Rescue 24 h | Insulin prom inh
Brc1cccc(OCCCCN2CCCCC2)c1 | -1.32 | -0.45 | 23.1
Nn1c(SCC(=O)Nc2nc3ccccc3s2)nncc1=O | 0.07 | -0.07 | -32.0
C=CCC(Nc1ccco1)c1ccccc1 (stereo unspecified) | -0.77 | -1.45 | -5.4
COC(=O)Nc1ccc([N+](=O)[O-])cc1OC | 1.87 | 1.93 | .
Cc1ccc(C(=O)N2CCN(c3ccccc3)CC2)cc1S(=O)(=O)N1CCCC1 | -0.37 | -0.96 | .
COc1ccc(/C=N/NC(=O)CN(C2=NS(=O)(=O)c3ccccc32)c2ccccc2)cc1 | 0.35 | -0.14 | -25.9
Nc1nc2n(n1)C(c1ccco1)CC(c1ccc(F)cc1)N2 (stereo unspecified) | 0.08 | 0.01 | .
Cc1ccc(Nc2nnc(SCC(=O)Nc3ccc(S(=O)(=O)N4CCOCC4)cc3)s2)cc1 | -0.42 | -0.88 | 21.4
COC(=O)c1ccc(/C=N/NC(=O)C(=O)NCc2ccccc2)cc1 | . | . | 45.5
CSc1nc(-c2ccccc2)nc(NC(=O)C(C)C)c1C(C)=O | . | . | -83.3
CCc1ccc(S(=O)(=O)NCc2csc(C)n2)s1 | 0.11 | -0.4 | 26.7
O=C(Nc1cccc(OCC(=O)N2CCOCC2)c1)C1CCCCC1 | 0.01 | -0.1 | 39.3
COc1ccc(NC(=O)c2c(Cl)n(C)c3ccccc23)cc1 | 2.04 | 2.61 | 0.0
COc1cc(C)c(Br)cc1S(=O)(=O)NCc1ccncc1 | . | . | 11.6
CCOC(=O)c1c(C)nc2sc3c(=O)n(-c4ccc(C(C)=O)cc4)nnc3c2c1-c1ccc(Cl)cc1 | 0.83 | 0.87 | .
CC(=O)Oc1ccc(-c2nc(-c3cccnc3)no2)cc1 | -0.82 | -1.08 | -362.9
N#Cc1c(NC(=O)CSc2nnc(-c3ccccc3O)n2-c2ccccc2)sc2c1CCCC2 | -1.41 | -1.13 | 54.5
COc1ccc(C(=O)NCc2nnc(SCC(=O)N3CCc4ccccc43)o2)cc1OC | 1.97 | 2.19 | -25.0
CCC(=O)c1cc(F)c(N2CCN(C(=O)c3ccco3)CC2)cc1C | 0.48 | 0.04 | ?
O=C(NCCc1ccccc1Cl)C1CCN(S(=O)(=O)c2cccs2)CC1 | -0.86 | -0.92 | -7.1
Cn1c(=NC(=O)C2CC2)sc2cc(F)cc(F)c21 | -0.11 | -0.46 | .
CCNC(=S)N1CCN(CC(=O)Nc2ccc(OC)cc2)CC1 | . | . | 0.0
O=C(O)C1C(c2ccccc2)C(C(=O)Oc2ccccc2)C1c1ccccc1 (stereo unspecified) | 0.68 | 0.17 | 62.5
CC1=C(C(=O)N2CCOCC2)C(c2c(C)cc(C)cc2C)NC(=S)N1 (stereo unspecified) | . | . | 22.2
COc1ccccc1NC(=O)CSc1nnc(-c2ccc(C)cc2)o1 | . | . | -23.1
COCCN(Cc1cc2cc(C)cc(C)c2nc1Cl)C(=O)Nc1ccccc1 | -1.28 | -0.78 | -64.3
CC(=O)Nc1ccc2nc(NC(=O)COc3ccc(C)cc3)sc2c1 | . | . | -33.3

Not all compounds are listed (hit frequency here may not be typical).
